Gli-Sufu block: Gli-Sufu pathway antagonists, primary screen, luciferase luminescence, Sufu-KO-LIGHT cells, uHTS. AID 588413, 2011. 340,000 compounds, 0.74% hits. Sufu-KO-LIGHT fibroblasts, Gli luciferase reporter luminescence. inhibition, % at 5 µM;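 active = inhibition above about 55%, limit read from the data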;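 also: 0% = DMSO-treated cells and 100% = wells with medium but no cells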
A3G deaminase: APOBEC3G DNA deaminase inhibitors, primary screen, biochemical, fluorescence, single-stranded DNA substrate, uHTS; DNA dC->dU-editing enzyme APOBEC-3G (Homo sapiens), Q9HC16; recombinant A3G, ssDNA deamination FAM/TAMRA fluorescence; inhibition, % at 20 µM; 330,000 compounds, 0.28% hits; AID 493012, 2011;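 active = inhibition of at least 40% at 20 µM, with no more than 30% in the related APOBEC3A deaminase screen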;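 also: plate controls were DMSO wells with A3G for no effect and wells lacking A3G enzyme for full effect; some compounds called inactive have numbers as strong as hits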
Target sequence (Q9HC16 whole entry, looked up): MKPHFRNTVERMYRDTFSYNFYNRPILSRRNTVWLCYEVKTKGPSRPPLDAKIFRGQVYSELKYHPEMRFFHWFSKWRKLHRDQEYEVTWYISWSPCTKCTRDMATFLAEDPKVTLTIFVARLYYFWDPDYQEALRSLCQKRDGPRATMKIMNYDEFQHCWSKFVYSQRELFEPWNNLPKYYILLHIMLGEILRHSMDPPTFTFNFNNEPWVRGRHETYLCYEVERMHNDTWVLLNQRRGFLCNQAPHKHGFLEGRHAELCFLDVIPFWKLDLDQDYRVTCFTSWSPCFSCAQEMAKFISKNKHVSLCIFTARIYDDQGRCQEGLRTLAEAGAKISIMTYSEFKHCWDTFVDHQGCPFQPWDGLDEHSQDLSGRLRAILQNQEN
CXCR6 block: CXCR6 receptor inhibitors, primary screen, cell-based, beta-arrestin, luminescence, CHO-K1 PathHunter, 1536-well. inhibition, % at 20 µM. 360,000 compounds, 0.36% hits. AID 602244, 2012; in the data active = inhibition above about 34%, passing the limit was not always enough;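 also: antagonist mode with CXCL16 agonist at 10 nM final; 0% = 10 nM CXCL16 with DMSO and 100% = unstimulated wells without agonist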
CCR6 antag: CCR6 receptor antagonists, primary screen, cell-based, CHO-K1, luminescence, beta-arrestin, uHTS. CHO-K1 CCR6 PathHunter beta-arrestin, CCL20-stimulated. inhibition, % at 20 µM. 340,000 compounds, 0.49% hits. C-C chemokine receptor type 6 (Homo sapiens), P51684;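 active = compounds whose inhibition of the agonist-driven luminescence signal at 20 µM reaches about 50%, limit read from the data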;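 also: cells stimulated with CCL20 at 14 nM final; plate controls were DMSO with CCL20 for no effect and DMSO without agonist for full effect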
A3A deaminase: APOBEC3A ssDNA deaminase inhibitors, primary screen, selectivity assay for APOBEC3G inhibitor project, biochemical, FAM/TAMRA oligo cleavage fluorescence; DNA dC->dU-editing enzyme APOBEC-3A (Homo sapiens), P31941; recombinant A3A, FAM/TAMRA ssDNA deamination fluorescence; AID 493011, 2011; 330,000 compounds, 0.41% hits; inhibition, % at 20 µM;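 active = at least 40% inhibition at 20 µM here, with at most 30% in a related deaminase screen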;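 also: plate controls were A3A with DMSO for no effect and wells lacking A3A enzyme for full effect; some results filed as inactive read as strong as hits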
Target sequence (P31941 whole entry, looked up): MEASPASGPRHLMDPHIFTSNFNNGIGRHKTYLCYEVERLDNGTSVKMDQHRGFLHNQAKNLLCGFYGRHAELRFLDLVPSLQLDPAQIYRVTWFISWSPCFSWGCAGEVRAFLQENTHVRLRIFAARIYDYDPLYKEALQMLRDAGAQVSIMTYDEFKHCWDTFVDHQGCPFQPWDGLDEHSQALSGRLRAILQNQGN
EBI2 antag: EBI2 receptor antagonists, beta-arrestin recruitment, primary screen, cell-based, luminescence, 7a,25-OHC stimulation, uHTS | G-protein coupled receptor 183 (Homo sapiens), P32249 | 7a,25-OHC stimulated | inhibition, % at 5 µM | 360,000 compounds, 0.81% hits; in the data active = inhibition above about 38%;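 also: enzyme fragment complementation signal reports receptor beta-arrestin coupling in cells; 0% = agonist plus DMSO wells and 100% = wells without agonist; some results beyond the cut were filed as inactive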
Target sequence (P32249 whole entry, looked up, the tested form may be a part): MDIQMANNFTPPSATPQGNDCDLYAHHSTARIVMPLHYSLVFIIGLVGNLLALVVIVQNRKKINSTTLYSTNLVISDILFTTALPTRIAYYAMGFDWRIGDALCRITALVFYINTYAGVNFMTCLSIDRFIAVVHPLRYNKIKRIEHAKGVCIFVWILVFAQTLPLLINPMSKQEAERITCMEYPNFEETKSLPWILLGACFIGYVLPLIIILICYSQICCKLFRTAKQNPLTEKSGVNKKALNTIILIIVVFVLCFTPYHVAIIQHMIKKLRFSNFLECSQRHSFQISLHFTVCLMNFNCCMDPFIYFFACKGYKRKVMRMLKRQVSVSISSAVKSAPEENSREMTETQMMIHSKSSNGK
MPTP inh: mitochondrial permeability transition pore inhibitors, primary screen, biochemical, isolated mouse mitochondria, absorbance | Ca2+ swelling absorbance, 30 min | inhibition, % at 10 µM | 360,000 compounds, 1.4% hits | AID 602449, 2012;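 active = inhibition of 50% or more, scaled per plate between neutral and stimulator controls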;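 also: 0% = DMSO wells given calcium and 100% = 1 mM EGTA wells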
GRIN3A LBD mod: binders of NR3A ligand-binding domain, primary screen, biophysical, differential scanning fluorimetry, uHTS; Glutamate receptor ionotropic, NMDA 3A (GRIN3A) ligand-binding domain; NR3A LBD differential scanning fluorimetry, Tm shift; 0% = protein alone, 100% = glycine-bound protein; Tm shift relative to glycine control, % at 25 µM; 340,000 compounds, 2.5% hits;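 active = melting temperature shift of at least 10% of the positive control shift, at one fixed dose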
* hit, by the source's call.

The first 3 records, ahead of the listing:
CCCCNC(=O)CSc1nnc(-c2c[nH]c3ccccc23)n1CC1CCCO1 (centres undefined) was read as Gli-Sufu block 0, A3G deaminase -4, CXCR6 block -4, CCR6 antag -3, A3A deaminase -2, EBI2 antag -2, MPTP inh -1.3 and GRIN3A LBD mod 0.
CC(C)(C)CC(=O)Nc1nnc(SCC(=O)NC2CCCC2)s1 was read as Gli-Sufu block -8, A3G deaminase -7, CXCR6 block 2, CCR6 antag -3, A3A deaminase -1, EBI2 antag -1, MPTP inh -1.3 and GRIN3A LBD mod -1.
Screening CCOc1ccc(CN(Cc2ccco2)S(=O)(=O)c2ccc(-n3cnnn3)c(OC)c2)cc1 returned Gli-Sufu block 26, A3G deaminase -5, CXCR6 block -6, CCR6 antag 6, A3A deaminase -2, EBI2 antag 51*, MPTP inh -0.6 and GRIN3A LBD mod 2.

This part in full, from the start:
CCCCNC(=O)CSc1nnc(-c2c[nH]c3ccccc23)n1CC1CCCO1 (centres undefined) was read as Gli-Sufu block 0, A3G deaminase -4, CXCR6 block -4, CCR6 antag -3, A3A deaminase -2, EBI2 antag -2, MPTP inh -1.3 and GRIN3A LBD mod 0.
CC(C)(C)CC(=O)Nc1nnc(SCC(=O)NC2CCCC2)s1 was read as Gli-Sufu block -8, A3G deaminase -7, CXCR6 block 2, CCR6 antag -3, A3A deaminase -1, EBI2 antag -1, MPTP inh -1.3 and GRIN3A LBD mod -1.
Screening CCOc1ccc(CN(Cc2ccco2)S(=O)(=O)c2ccc(-n3cnnn3)c(OC)c2)cc1 returned Gli-Sufu block 26, A3G deaminase -5, CXCR6 block -6, CCR6 antag 6, A3A deaminase -2, EBI2 antag 51*, MPTP inh -0.6 and GRIN3A LBD mod 2.
Screening CC1CCCC(NC(=S)NC(=O)c2ccccc2Br)C1C (centres undefined) returned Gli-Sufu block -2, A3G deaminase -8, CXCR6 block -2, CCR6 antag 33, A3A deaminase -4, EBI2 antag 13, MPTP inh 2.7 and GRIN3A LBD mod -10.
`O=C(CSc1n[nH]c(-c2ccco2)n1)Nc1ccc(F)cc1` gave Gli-Sufu block -15, A3G deaminase -12, CXCR6 block 0, CCR6 antag 13, A3A deaminase -2, EBI2 antag 1, MPTP inh 0.4 and GRIN3A LBD mod -10.
Screening CCOc1ccccc1NC(=O)CN1CCC(C(=O)c2ccc(F)cc2)CC1 returned Gli-Sufu block 24, A3G deaminase 11, CXCR6 block 10, CCR6 antag 26, A3A deaminase 2, EBI2 antag 6, MPTP inh -0.4 and GRIN3A LBD mod 0.
For C/C(=N\Nc1nnc2c3ccccc3n(C)c2n1)c1ccc(C)o1 the results were Gli-Sufu block 1, A3G deaminase -1, CXCR6 block -3, CCR6 antag -3, A3A deaminase 0, EBI2 antag -8, MPTP inh 1.8 and GRIN3A LBD mod -4.
`CC(C)c1ccc(C(=O)NNC(=O)c2ccncc2)cc1` gave Gli-Sufu block -18, A3G deaminase -6, CXCR6 block -2, CCR6 antag 23, A3A deaminase 0, EBI2 antag -7, MPTP inh -1.0 and GRIN3A LBD mod -2.
Screening Cc1cc(C(=O)NCc2cccs2)cs1 returned Gli-Sufu block -31, A3G deaminase -7, CXCR6 block -3, CCR6 antag 8, A3A deaminase -2, EBI2 antag 0, MPTP inh -0.4 and GRIN3A LBD mod -1.
Screening Cc1cccc(N(Cc2ccccc2)C(=O)c2ccccc2S(C)(=O)=O)c1 returned Gli-Sufu block -10, A3G deaminase -7, CXCR6 block -7, CCR6 antag -2, A3A deaminase -2, EBI2 antag -1, MPTP inh -1.4 and GRIN3A LBD mod 4.
Cc1ccc(-c2[nH][nH]c(=O)c(=O)c2N=Nc2ccccc2)cc1 was read as Gli-Sufu block -9, A3G deaminase 0, CXCR6 block 11, CCR6 antag 21, A3A deaminase 1, EBI2 antag 14, MPTP inh -0.9 and GRIN3A LBD mod 0.
Screening CC(Sc1ncnc2sccc12)C(=O)Nc1ccc(S(N)(=O)=O)cc1 (centres undefined) returned Gli-Sufu block 3, A3G deaminase -8, CXCR6 block -4, CCR6 antag 6, A3A deaminase -5, EBI2 antag 3, MPTP inh 1.2 and GRIN3A LBD mod -7.
CCN(CC)c1nc(-c2ccc(Cl)cc2)cc(C(F)(F)F)c1C#N was read as Gli-Sufu block 7, A3G deaminase -5, CXCR6 block 1, CCR6 antag 12, A3A deaminase 1, EBI2 antag -6, MPTP inh 12 and GRIN3A LBD mod 1.
Screening COc1ccc(C(=O)CCC(=O)Nc2cccnc2)cc1OC returned Gli-Sufu block 14, A3G deaminase -1, CXCR6 block 6, CCR6 antag 11, A3A deaminase 5, EBI2 antag -9, MPTP inh 1.9 and GRIN3A LBD mod -1.
COC(=O)Cn1cnc2c(nnn2-c2ccc(F)cc2)c1=O was read as Gli-Sufu block 1, A3G deaminase -7, CXCR6 block -4, CCR6 antag 3, A3A deaminase -7, EBI2 antag -1, MPTP inh -1.1 and GRIN3A LBD mod -1.
Cn1c(=O)c2c(ncn2Cc2cccc(Cl)c2)n(C)c1=O was read as Gli-Sufu block 4, A3G deaminase -6, CXCR6 block 2, CCR6 antag 10, A3A deaminase 0, EBI2 antag -6, MPTP inh 1.4 and GRIN3A LBD mod -3.
Screening COc1ccccc1CNC(=O)C(=O)NCC1OCCN1C(=O)c1ccc(Cl)cc1 (centres undefined) returned Gli-Sufu block -23, A3G deaminase 3, CXCR6 block 2, CCR6 antag 3, A3A deaminase 5, EBI2 antag 20, MPTP inh 1.6 and GRIN3A LBD mod -1.
For Cc1nn(C(C)C)c(C)c1CN1CCN(Cc2ccsc2)C(CCO)C1 (centres undefined) the results were Gli-Sufu block 5, A3G deaminase -7, CXCR6 block 1, CCR6 antag -1, A3A deaminase -1, EBI2 antag -8, MPTP inh -0.5 and GRIN3A LBD mod -1.
Screening O=C(Nc1cccc(C(=O)N2CCOCC2)c1)c1cccnc1 returned Gli-Sufu block -2, A3G deaminase -5, CXCR6 block -3, CCR6 antag -7, A3A deaminase -1, EBI2 antag -15, MPTP inh 0.9 and GRIN3A LBD mod 11*.
`CC(C)(C)c1ccc(C(=O)NCCCNC(=O)c2ccccn2)cc1` gave Gli-Sufu block 13, A3G deaminase -5, CXCR6 block 1, CCR6 antag 23, A3A deaminase 1, EBI2 antag -1, MPTP inh 0.2 and GRIN3A LBD mod -3.
Screening CCOc1nc(Nc2ccccc2)nc(OCC)n1 returned Gli-Sufu block 4, A3G deaminase 3, CXCR6 block 0, CCR6 antag 2, A3A deaminase 3, EBI2 antag 2, MPTP inh 0.8 and GRIN3A LBD mod -1.
Screening COc1ccccc1CCN=C(N)NS(=O)(=O)c1ccc(C)c(C)c1 returned Gli-Sufu block 4, A3G deaminase -9, CXCR6 block 4, CCR6 antag 13, A3A deaminase -4, EBI2 antag 1, MPTP inh -0.9 and GRIN3A LBD mod 2.
Cc1ccc(CN2CCN(/N=C/c3cccnc3)CC2)c(C)c1 was read as Gli-Sufu block 8, A3G deaminase -4, CXCR6 block -2, CCR6 antag -10, A3A deaminase 0, EBI2 antag -5, MPTP inh 0.9 and GRIN3A LBD mod 0.
Screening O=C(CN1CCCCCC1)Nc1ccc([N+](=O)[O-])cc1Cl returned Gli-Sufu block -10, A3G deaminase -4, CXCR6 block -10, CCR6 antag 14, A3A deaminase -6, EBI2 antag 0, MPTP inh 1.1 and GRIN3A LBD mod 1.
For CC(=O)N1CCCc2cc(S(=O)(=O)N(CC(C)C)CC(C)C)ccc21 the results were Gli-Sufu block 0, A3G deaminase 2, CXCR6 block -4, CCR6 antag 18, A3A deaminase 3, EBI2 antag -5, MPTP inh 1.6 and GRIN3A LBD mod 0.
`COc1ccccc1N(CC(=O)N/N=C/c1ccc(C(=O)O)cc1)S(=O)(=O)c1ccc(C)cc1` gave Gli-Sufu block 1, A3G deaminase -5, CXCR6 block 1, CCR6 antag 0, A3A deaminase -2, EBI2 antag -10, MPTP inh 2.3 and GRIN3A LBD mod 0.
COc1ccc(C(=O)Nc2ccc(C(=O)N3CCC(C)CC3)cc2)cc1OC was read as Gli-Sufu block 5, A3G deaminase -13, CXCR6 block -5, CCR6 antag 12, A3A deaminase -3, EBI2 antag -11, MPTP inh -1.1 and GRIN3A LBD mod 1.
Screening Cc1noc(C)c1COC(=O)c1cnc(Cl)c(Cl)c1 returned Gli-Sufu block 3, A3G deaminase -13, CXCR6 block -1, CCR6 antag -2, A3A deaminase -3, EBI2 antag -1, MPTP inh -0.4 and GRIN3A LBD mod 0.
CN(C)C1(CNC(=O)CC(NC(=O)c2ccccc2Cl)c2ccccc2)CCCCC1 (centres undefined) was read as Gli-Sufu block 8, A3G deaminase -2, CXCR6 block -1, CCR6 antag 6, A3A deaminase 3, EBI2 antag -9, MPTP inh 1.2 and GRIN3A LBD mod -2.
For CC(=O)N1CCC2(CC1)C(C#N)=C(N)Oc1c2sc2nc(C)cc(C)c12 the results were Gli-Sufu block 4, A3G deaminase -5, CXCR6 block -4, CCR6 antag -7, A3A deaminase -2, EBI2 antag -10, MPTP inh -0.8 and GRIN3A LBD mod -2.
`O=C(c1cccc(F)c1)N1CCN(c2ccc([N+](=O)[O-])c3cccnc23)CC1` gave Gli-Sufu block 2, A3G deaminase -4, CXCR6 block -6, CCR6 antag -6, A3A deaminase -7, EBI2 antag -2, MPTP inh 0.3 and GRIN3A LBD mod -1.
Screening CC1CCN(C(=O)Cn2c(=O)n(Cc3ccco3)c(=O)c3sccc32)CC1 returned Gli-Sufu block 2, A3G deaminase -11, CXCR6 block -2, CCR6 antag 26, A3A deaminase -7, EBI2 antag -11, MPTP inh -2.6 and GRIN3A LBD mod -1.
Screening CC(NC(=O)c1cccnc1)C(c1cccs1)N1CCN(C)CC1 (centres undefined) returned Gli-Sufu block 4, A3G deaminase -1, CXCR6 block -2, CCR6 antag 4, A3A deaminase 0, EBI2 antag 0, MPTP inh 0.5 and GRIN3A LBD mod 4.
CC1Cc2ccccc2N1C(=O)Cn1cc([N+](=O)[O-])cn1 (centres undefined) was read as Gli-Sufu block 0, A3G deaminase -4, CXCR6 block -2, CCR6 antag 16, A3A deaminase -2, EBI2 antag -4, MPTP inh -0.9 and GRIN3A LBD mod -1.
Cc1ccc(S(=O)(=O)NC2c3cccc4cccc(c34)C2Sc2nncn2C)cc1 (centres undefined) was read as Gli-Sufu block 6, A3G deaminase 5, CXCR6 block 1, CCR6 antag 18, A3A deaminase -3, EBI2 antag -3, MPTP inh -1.0 and GRIN3A LBD mod 1.
`CCC(C)[C@H](NC(=O)NCc1ccco1)C(=O)O` (some centres undefined) gave Gli-Sufu block -1, A3G deaminase -6, CXCR6 block 8, CCR6 antag -12, A3A deaminase -2, EBI2 antag 2, MPTP inh -2.5 and GRIN3A LBD mod 3.
`COc1ccc2c(=O)c(C(=O)O)c(-c3ccc4c(c3)OCO4)n(C)c2c1` gave Gli-Sufu block 2, A3G deaminase -6, CXCR6 block -2, CCR6 antag 1, A3A deaminase 3, EBI2 antag 2, MPTP inh 0.9 and GRIN3A LBD mod -2.
Screening CC1CN(C(=O)c2ccc(NS(=O)(=O)c3ccc(F)c(F)c3)cc2)CC(C)O1 (centres undefined) returned Gli-Sufu block -2, A3G deaminase -7, CXCR6 block 3, CCR6 antag 14, A3A deaminase -1, EBI2 antag -10, MPTP inh 0.1 and GRIN3A LBD mod -1.

Compound activity (PubChem)
